From PubChem BioAssay
SW480 rerep: A quantitative high throughput screen for small molecules that induce DNA re-replication in SW480 colon adenocarcinoma cells | SW480 DNA re-replication, Hoechst DNA content imaging, 48 h | Potency, µM (top dose mostly 46.1 µM), without a hit: at the highest dose re-replication activation, hits mostly activators | 340,000 compounds, 1.8% hits; further: potency means the concentration at half of the fitted maximal effect; % of control where 0% means no effect; nearly all actives have a fitted effect of over 55% in size
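First, 250 cells per well were seeded. Next, compound or vehicle (23 nL) was pinned in, plates sat 48 hr at 37 C. Finally Hoechst was added for 40 min before fluorescence scanning.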
HT1080 IDH1KD tx: qHTS for induction of synthetic lethality in tumor cells producing 2HG: qHTS for the HT-1080-IDH1KD cell line. Potency, µM (top dose mostly 46.1 µM), without a hit: at the top dose activity, negative = toxicity, actives largely listed as cytotoxic. HT-1080 IDH1 knockdown viability, ATP luminescence, 48 h. 360,000 compounds, 2% hits;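 further: potency means the concentration at half of the fitted maximal effect; 0% = DMSO wells and -100% = cell-free medium wells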
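Cytotoxicity counter-line: IDH1KD HT-1080, 48 h, CellTiter-Glo. Curves classed by r2, magnitude and activity.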
KB-3-1 cytotox: qHTS assay for MDR1-selective chemotherapeutics: Primary screen using the parental adenocarcinoma cell KB-3-1 | 400,000 compounds, 1.4% hits | Potency, µM (doses to about 46.1 µM), without a hit: top-dose activity change, negative = cytotoxic, most hits filed as cytotoxic | KB-3-1 viability, CellTiter-Glo ATP luminescence, 72 h | AID 1347075, 2019; further: potency means the concentration at half of the fitted maximal effect; on the % scale 0 is the no-effect control and ±100 the full control effect; nearly all actives have a fitted effect of over 60% in size
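Cells are dispensed, compounds pinned in, plates held at 37 °C for 72 h, then CellTiter-Glo is added and luminescence read after 10 minutes. Cell line: parental KB-3-1 in phenol-red-free DMEM, 10% FBS.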
HT1080NT lethal: qHTS for induction of synthetic lethality in tumor cells producing 2HG: qHTS for the HT-1080-NT fibrosarcoma cell line. AID 686970, 2013. 360,000 compounds, 1.6% hits. HT-1080-NT fibrosarcoma viability, CellTiter-Glo ATP luminescence, 48 h. Potency, µM (series often up to 46.1 µM), inactives show at the highest dose activity, negative = less viability, most hits filed as cytotoxic;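 further: NT is the 2HG producing partner of a matched IDH1 knockdown line; potency means the concentration at half of the fitted maximal effect; 0% = DMSO-treated cells and -100% = media-only wells without cells; nearly all actives have a fitted effect of over 55% in size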
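Viability by CellTiter-Glo luminescence after 48 h compound exposure at 37C of HT-1080-NT cells (750/well, RPMI, 5% FBS). % activity scaled between DMSO wells and medium-only wells, then curve-fitted and categorized by curve class.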
GLP1R cytotox: qHTS of GLP-1 Receptor Inverse Agonists: Cytotox Screen; HEK293 cAMP-luciferase reporter cells, luminescence, 24 h; Potency, µM (doses to about 38.3 µM), for inactives: top-dose activity change, negative = inhibition, usual class: inhibitors; 410,000 compounds, 0.13% hits; AID 624418, 2012;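 further: loss of luciferase light is scored as toxicity; potency means the concentration at half of the fitted maximal effect; on the % scale 0 is the no-effect control and ±100 the full control effect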
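Here, cytotoxicity is scored as loss of luminescence. The MLSMR collection was tested on cells seeded in medium containing 10% Nu serum, with a 24 hr compound exposure preceded by 12 hours of culture.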
KB-V1 MDR tox: qHTS assay for MDR1-selective chemotherapeutics: Primary screen using the drug-selected MDR subline cells KB-V1; 400,000 compounds, 3.4% hits; KB-V1 MDR cells viability, CellTiter-Glo, 72 h; Potency, µM (top dose mostly 46.1 µM), without a hit: at the highest dose activity change, negative = cytotoxicity, usual class: cytotoxic; AID 1347076, 2019; further: potency means the concentration at half of the fitted maximal effect; on the % scale 0 is the no-effect control and ±100 the full control effect; nearly all actives have a fitted effect of over 60% in size
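KB-V1, DMEM (no phenol red) + 10% FBS; cpd pin-transferred, titration series; 72 h, 37 degrees C; CellTiter-Glo, luminescence. Data normalized, curve-fit.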
IL1B secr inh: qHTS for Inhibitors of Inflammasome Signaling: IL-1-beta AlphaLISA Primary Screen | activity change, % at 57.5 µM | THP-1 LPS/ATP IL-1B secretion, AlphaLISA, 16 h; stronger effect = lower value | AID 743279, 2014 | 360,000 compounds, 4.7% hits; in the data active means activity change below about -50%; inconclusive means mostly about -30% to -49%; further: on the % scale 0 is the no-effect control and ±100 the full control effect
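THP-1 cells pretreated 1 hr with compounds (up to 57.5 uM final), then stimulated with LPS (250 ng/mL final) plus ATP (1.25 mM final); secreted IL-1B measured by AlphaLISA after 16 hr, decreased signal indicating inhibition.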
D3 ag: qHTS of D3 Dopamine Receptor Agonist: qHTS; max activation, %; D(3) dopamine receptor (Homo sapiens), P35462; AID 652048, 2013; D3R DiscoveRx beta-arrestin cells, luminescence, 90 min; 410,000 compounds, 0.58% hits; in the data active means max activation above about 30%; further: 0% is about no effect; mostly tested at two doses, the higher about 12 µM
Target sequence (P35462 whole entry, looked up): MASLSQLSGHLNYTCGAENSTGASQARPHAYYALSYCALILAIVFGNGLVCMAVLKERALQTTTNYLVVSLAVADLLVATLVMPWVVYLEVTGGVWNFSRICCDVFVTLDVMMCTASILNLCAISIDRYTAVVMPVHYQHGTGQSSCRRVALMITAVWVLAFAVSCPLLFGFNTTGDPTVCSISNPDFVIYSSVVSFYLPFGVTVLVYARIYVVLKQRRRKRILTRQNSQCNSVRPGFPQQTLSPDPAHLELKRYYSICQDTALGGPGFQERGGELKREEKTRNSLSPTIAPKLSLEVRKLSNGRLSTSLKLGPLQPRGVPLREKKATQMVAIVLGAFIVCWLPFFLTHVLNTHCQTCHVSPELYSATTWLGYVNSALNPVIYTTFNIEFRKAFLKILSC
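Agonist mode: compounds and dopamine controls were applied to plated cells for 90 min at 37 degrees C after an overnight attachment at 1500 cells/well. Luminescent read-out followed 30 - 60 minutes at room temperature with DiscoveRx detection reagent.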
MCF10A rereplic: A quantitative high throughput screen for small molecules that induce DNA re-replication in MCF 10a normal breast cells. AID 624296, 2012. 350,000 compounds, 2.9% hits. MCF 10A DNA re-replication, Hoechst nuclear intensity, 48 h. Potency, µM (series often up to 46.1 µM), without a hit: at the top dose activity, positive = re-replication, usual class: activators; further: potency means the concentration at half of the fitted maximal effect; % of control where 0% means no effect; nearly all actives have a fitted effect of over 50% in size
Starred values were filed as active, the others as inactive; i = inactive; ? = inconclusive; · = not tested or not shown; [ ] = dose if it differs, or a comment. Unless noted, the call rests on the fitted dose curve; in most records, active means well fitted curve in the direction sought with a large enough effect; inconclusive means small, poorly fitted or top-dose-only effect, or another doubt; inactive means no such curve, though single readings can be large; an effect the other way counts as inactive or inconclusive.

SMILES | SW480 rerep | HT1080 IDH1KD tx | KB-3-1 cytotox | HT1080NT lethal | GLP1R cytotox | KB-V1 MDR tox | IL1B secr inh | D3 ag | MCF10A rereplic
O=C1CC(Nc2ccc(N3CCOCC3)cc2)C(=O)N1Cc1ccccc1 (stereo not given) | -3% | -6% | 6% | 1%[9.24 µM] | -23% | 14% | 19 | -24 | 3%
Cc1c([N+](=O)[O-])c([N+](=O)[O-])nn1CC(=O)N1CCCCC1 | -4% | 2% | 7% | 13% | 17% | -19% | -18 | -2 | 3%
CC1CCCN(C(=S)SCC(=O)c2cc(Br)cc(Br)c2O)C1 (stereo not given) | 24% | -27% | 19% | -16% | -1% | 4% | 12 | 2 | ?
COc1ccc(OC)c(NC(=O)c2ccc(-c3cccs3)cc2)c1 | 23% | 5% | 5% | 2% | -3% | 6% | -10 | 13 | 19%
O=C(/C=C/c1ccc2c(c1)OCO2)NCCSCc1ccc(Cl)cc1Cl | -2% | ? | ? | -2% | -26% | 1% | -74* | -5 | ?
CCC(C)N(C(=O)COC(=O)CSc1ccc([N+](=O)[O-])cc1)C1CCS(=O)(=O)C1 (stereo not given) | 1% | 15% | 3% | 9% | 7% | 1% | 10 | -5 | -1%
CN(C)C(=O)CN1C(=O)C2CCCCN2C(=O)c2ccccc21 (stereo not given) | 0% | 0% | 1% | -8% | -18% | 2% | 3 | 3 | -4%
COc1ccc(/C=C2\Sc3ccc(C(=O)N4CCCC4)cc3N(C)C2=O)cc1OC | 4µM* | -1% | 11% | -22% | 0% | -26% | 11 | -10 | 12%
COc1cccc(NC(=S)N2CCN(c3ccc([N+](=O)[O-])cc3)CC2)c1 | -5% | 2% | -16% | 1% | -15% | -22% | -18 | -2 | -14%
C[C@@H]1COC(=O)[C@@H](Cc2ccc(F)cc2)C/C=C\C[C@@H](CC(=O)NCCO)C(=O)N1 | 0% | 6% | 0% | 1% | 2% | 0% | 41 | 13 | -27%
CC(C)C[C@H]1CN(CCCC[C@@H]2CNC(=O)C(=O)N2CC2CCCCC2)C(=O)C(=O)N1CCC1CCCCC1 | · | 7% | -25% | 13% | 16% | ? | 27 | -4 | ·
CCc1cccc(OCCn2ccnc2)c1 | 0% | 10% | 18% | 20% | 2% | 28% | 9 | -7 | 8%
COc1cc(NC(=O)C2CCCO2)c(OC)cc1NC(=O)c1ccccc1 (stereo not given) | -6% | 1%[9.24 µM] | 7% | 1% | -14% | ? | 0 | 7 | 12%
CC[C@](C)(O)c1cc2ccccc2c(=O)o1 | -1% | 15% | 16% | 18% | -4% | -6% | 0 | 1 | -2%
Cc1cccn2c(=O)c(/C=C(\C#N)S(=O)(=O)c3ccccc3)c(N3CCN(c4ccccc4)CC3)nc12 | -19% | 9% | -2% | 14% | -6% | 22% | 19 | 2 | 5%
Cc1ccc(OCC(=O)OCC(=O)c2ccccc2)cc1C | -7% | 1% | 29% | -2% | -26% | 13% | 9 | 2 | 0%
COc1ccc(-n2c(CCc3ccccc3)nnc2SCC(=O)NCc2ccccc2)cc1 | 0% | -7% | -5% | -1% | 10% | -23% | -52* | -1 | 12%
Cc1cc(=O)oc2cc(OCC(=O)N3CCCC3)c(Cl)cc12 | -13% | 19% | 4% | -3% | -3% | -4% | -25 | 4 | -1%
CC(=O)NCc1ccc(-c2nc3ccccc3s2)cc1 | -39%[inhibitor] | -9% | -21% | -2% | 4% | -28% | -4 | 3 | 5%
CCn1c(-c2ccccc2)csc1=Nc1ccc(S(=O)(=O)O)cc1 | -2% | -9% | -4% | 2% | 6% | 0% | -12 | -9 | 1%
O=C(O)c1cccc(S(=O)(=O)Nc2ccccc2-c2ccccc2)c1 | -2% | 2% | -1% | -4% | 13% | -17% | 0 | -1 | 20%
CC1(C(=O)NS(=O)(=O)c2ccc(F)cc2F)CCN1C(=O)Cc1cc(F)ccc1F (stereo not given) | · | 9% | 0% | 18% | -9% | 5% | 11 | -7 | ·
Cc1ccc(OCCCSc2n[nH]c(N)n2)cc1 | ? | -22% | -18% | -15% | 2% | 0% | ? | -17 | -1%
CCOC(=O)COc1ccccc1/C=N\NC(=O)c1cc2c(ccc3ccccc32)o1 | ? | 6% | 14% | 0% | 0% | -18% | i | 1 | ?
Cc1c(NC(=S)SCc2ccccc2)c(=O)n(-c2ccccc2)n1C | ? | -18% | -4% | -8% | 2% | ? | -23 | 22 | ?
Clc1ccc(CNc2ccccn2)cc1 | 0% | 13% | -4% | -1% | -4% | 3% | ? | 1 | ?
Cn1c(=O)c2c(nc(-c3ccccc3)n2C)n(Cc2ccccc2)c1=O | -3% | 20% | 9% | 18% | 2% | 15µM* | 4 | 5 | 5%
COc1ccc(C(=O)Oc2ccc(/C=N/O)cc2)cc1 | -21% | 2% | 0% | 5% | 7% | 8% | -22 | 0 | -4%
CCn1c2ccccc2c2cc(NC(=O)COC(=O)c3ccccc3O)ccc21 | 12% | ? | -5% | -12% | 0% | -8% | 10 | 4 | 9%
COCCCn1c(=O)c2ccccc2n(Cc2ccccc2)c1=O | 0% | -3% | 3% | -7% | 1% | -5% | -18 | -4 | 0%
CCOc1ncccc1C(=O)Nc1ccc(-c2ccc3nnc(C)n3n2)cc1 | -2% | -1% | 2% | 0% | 5% | ? | 0 | 7 | 7%
COc1ccc(CNC(=O)c2cnn3c(C)c(Cc4c(F)cccc4Cl)c(C)nc23)cc1 | · | · | ? | · | -2% | -13% | · | -10 | ·
N#C/C(=C\c1ccccc1)C(=O)N1CCC(C(N)=O)CC1 | -10% | -2% | -2% | 2% | 7% | 0% | -25 | 4 | -4%
COc1ccccc1NC(=O)C(=O)N(c1cccnc1)C(C(=O)NC(C)(C)C)c1ccccc1F (stereo not given) | 2% | 2% | 1% | 3% | -15% | -8% | -9 | -11 | ?
O=C(NNC(=O)c1ccccc1[N+](=O)[O-])c1ccccc1[N+](=O)[O-] | -9% | 7% | 6% | 11% | 8% | 0% | 11 | -3 | 1%
COc1ccc(CCNC(=O)CSc2nc3[nH]ncc3c(=O)[nH]2)cc1OC | -13% | 0% | 5% | 15% | 0% | 1% | 0 | 0 | -1%

Complete entries from above. Screens in order: SW480 rerep, HT1080 IDH1KD tx, KB-3-1 cytotox, HT1080NT lethal, GLP1R cytotox, KB-V1 MDR tox, IL1B secr inh, D3 ag, MCF10A rereplic
Results for `COCCCn1c(=O)c2ccccc2n(Cc2ccccc2)c1=O` : 0%, -3%, 3%, -7%, 1%, -5%, -18, -4, 0%
Results for `COc1ccc(CCNC(=O)CSc2nc3[nH]ncc3c(=O)[nH]2)cc1OC` : -13%, 0%, 5%, 15%, 0%, 1%, 0, 0, -1%

Next section
SMILES | SW480 rerep | HT1080 IDH1KD tx | KB-3-1 cytotox | HT1080NT lethal | GLP1R cytotox | KB-V1 MDR tox | IL1B secr inh | D3 ag | MCF10A rereplic
CCOc1ccccc1NC(=O)c1nnn(CC(=O)Nc2ccccc2CC)c1N | · | · | 0% | · | -8% | 0% | · | 3 | ·
Cc1sc2nc(SC(C)C)nc(N)c2c1C | ? | 5% | 7% | 10% | -15% | 0% | -15 | 0 | ?
Cc1ccc(C(=O)Nc2ccc(-n3c(C)nc4ccccc4c3=O)cc2)cc1[N+](=O)[O-] | · | · | 0% | · | -31% | 8% | · | -11 | ·
Nc1ccc(S(=O)(=O)Nc2nccs2)cc1N=Nc1ccccc1[N+](=O)[O-] | -4% | -19% | 3% | -17% | -25% | 11% | 8 | 2 | 6%
CCCCc1nc2cc(Cl)ccc2o1 | -1% | 2% | 7% | 2% | 1% | ? | -7 | 0 | 4%
O=C(CSc1nnc(C2COc3ccccc3O2)o1)N1CCCCC1 (stereo not given) | 16% | 0% | -3% | -1% | 4% | -20% | -4 | -1 | 0%
O=C1c2ccccc2C(=O)N1CCCCCCN1C(=O)c2ccccc2C1=O | -4% | -10% | -5% | 2% | 1% | -2% | -1 | -11 | -6%
O=C(O)C1C2CCCCC2=C2CCCCC2C1C(=O)Nc1nccs1 (stereo not given) | -2% | -1% | -1% | -4% | 4% | 15% | 27 | 1 | 0%
Cc1cccc(-n2c(SCC(=O)NCC3CCCO3)nc3ccccc3c2=O)c1C (stereo not given) | 11% | -1% | 5% | 2% | -3% | -8% | -29 | 2 | -1%
Cc1cc(C(=O)Nc2cccc3ccccc23)n(-c2ccccc2)n1 | 18% | -10% | -11% | 0% | 21% | 3% | 10 | -3 | 1%
Cc1cc(=O)[nH]c(N/N=C/c2ccc(O)c(O)c2)n1 | -5% | 5% | -5% | 3% | 0% | ? | 44 | 8 | -3%
CC(=O)Nc1sc2c(c1C(N)=O)CCN(Cc1ccccc1)C2 | ? | -10% | -2% | -2% | 389%[activator] | 0% | 6 | -6 | 24%
O=C(CCN1C(=O)C2C3C=CC(C3)C2C1=O)Nc1nccs1 (stereo not given) | -2% | 24% | 3% | 21% | -6% | 26% | 14 | 3 | -1%
COC(=O)[C@@]1(Cc2ccccc2)[C@H]2C(=O)N(Cc3ccccc3)C(=O)[C@H]2[C@H]2CN=C(SCc3ccc(Cl)cc3)N21 | 1% | -6% | ? | -1% | 2% | -27% | 20 | 10 | -31%
O=C(COc1ncnc2ccccc12)N1CCN(c2ccccc2)CC1 | -11% | 3% | -2% | 1% | -3% | -13% | 0 | -3 | -9%
NS(=O)(=O)c1ccc(NC(=O)CSC2CCCCC2)cc1 | -4% | -2% | 5% | -2% | -20% | -6% | 8 | -2 | -9%
CCOC(=O)C1/C(=N\O)CC(C)(O)C(C(=O)OCC)C1c1ccc(N(C)C)cc1 (stereo not given) | 0% | 20% | -3% | 8% | -7% | 15% | -17 | 5 | 0%
